# FN deposition inh = inhibitors of fibronectin matrix deposition, primary screen, AH1F cells, Alexa488-fibronectin fluorescence, plate reader | hit rate 0.086% among 350,000 | inhibition, % at 12.6 µM | AH1F fibroblasts, overnight | AID 743247, 2014;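 active means mean inhibition across replicates of 30% or more, regardless of how many single replicates reach that level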;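 further: positive control wells lacked labelled fibronectin entirely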
#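 Assay system: AH1F fibroblasts / Quantity: 10000 cells per well / Medium: DMEM plus 2% serum, read in PBS / Reagent: labelled fibronectin 24 nM / Dosing: single dose, pinned / Times: 1 h cell attachment, overnight exposure to compound and label / Signal: fluorescence, ex 485 nm, em 525 nm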
# PglD inh = C. jejuni PglD acetyltransferase inhibitors, primary screen, biochemical, DTNB colorimetric, single point; purified PglD enzyme, DTNB colorimetric CoA detection; inhibition, % at 12.5 µM; hit rate 0.098% among 360,000; AID 602405, 2012; in the data active means inhibition above about 16%, passing the limit was not always enough; further: strong numbers were not always called active
# PGC1a acetyl inh = inhibitors of PGC1a acetylation signal, primary screen, cell-based, U2OS, AlphaScreen, inhibitor mode; AlphaScreen anti-acetyl-lysine; with virally co-expressed GCN5 acetyltransferase; hit rate 0.17% among 350,000; inhibition, % at 15.6 µM;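 active means every replicate shows inhibition of at least 40%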;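 further: 0% = neutral control wells and 100% = positive control wells; some results beyond the cut were filed as inactive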
# PAX8 reporter = inhibitors of PAX8-driven TPO luciferase reporter, primary screen, RMG-I cells, single concentration; SteadyGlo, 24 h; inhibition, % at 12.6 µM; AID 652154, 2013; hit rate 1.2% among 360,000;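 active means mean replicate inhibition at least 60% with every replicate also reaching 60%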;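 further: luciferase light reporting Pax8 driven TPO promoter activity; plate controls were median of neutral control wells for no effect and mitoxantrone controls for full effect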
# LGR2 antag = inhibitors of bursicon-induced LGR2 CRE-luciferase signal, primary screen, cell-based, HEK293, CRE-luciferase reporter, bursicon stimulation; AID 720647, 2013; hit rate 0.35% among 380,000; Drosophila bursicon receptor LGR2 (rickets); bursicon-stimulated, 4 h; inhibition, % at 9.99 µM;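 active means drop in luminescence signal, shown as inhibition above about 50% in the replicate tests, limit read from the data, passing the limit was not always enough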;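 further: agonist challenge used bursicon conditioned medium at about half maximal strength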
# ERAP1 HTS inh = human ERAP1 aminopeptidase inhibitors, primary screen, biochemical, single point, plate reader. Endoplasmic reticulum aminopeptidase 1 (Homo sapiens), Q9NZ08. recombinant ERAP1, Leu-AMC fluorescence, 60 min. inhibition, % at 10.7 µM. hit rate 0.15% among 340,000;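 active means mean replicate inhibition of at least 30%, or all replicates individually reaching that 30% level; inactive means mean below 30% and not every replicate reaching it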;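 further: 0% = neutral control wells and 100% = L-leucinethiol positive control wells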
# Target sequence (Q9NZ08 whole entry, looked up): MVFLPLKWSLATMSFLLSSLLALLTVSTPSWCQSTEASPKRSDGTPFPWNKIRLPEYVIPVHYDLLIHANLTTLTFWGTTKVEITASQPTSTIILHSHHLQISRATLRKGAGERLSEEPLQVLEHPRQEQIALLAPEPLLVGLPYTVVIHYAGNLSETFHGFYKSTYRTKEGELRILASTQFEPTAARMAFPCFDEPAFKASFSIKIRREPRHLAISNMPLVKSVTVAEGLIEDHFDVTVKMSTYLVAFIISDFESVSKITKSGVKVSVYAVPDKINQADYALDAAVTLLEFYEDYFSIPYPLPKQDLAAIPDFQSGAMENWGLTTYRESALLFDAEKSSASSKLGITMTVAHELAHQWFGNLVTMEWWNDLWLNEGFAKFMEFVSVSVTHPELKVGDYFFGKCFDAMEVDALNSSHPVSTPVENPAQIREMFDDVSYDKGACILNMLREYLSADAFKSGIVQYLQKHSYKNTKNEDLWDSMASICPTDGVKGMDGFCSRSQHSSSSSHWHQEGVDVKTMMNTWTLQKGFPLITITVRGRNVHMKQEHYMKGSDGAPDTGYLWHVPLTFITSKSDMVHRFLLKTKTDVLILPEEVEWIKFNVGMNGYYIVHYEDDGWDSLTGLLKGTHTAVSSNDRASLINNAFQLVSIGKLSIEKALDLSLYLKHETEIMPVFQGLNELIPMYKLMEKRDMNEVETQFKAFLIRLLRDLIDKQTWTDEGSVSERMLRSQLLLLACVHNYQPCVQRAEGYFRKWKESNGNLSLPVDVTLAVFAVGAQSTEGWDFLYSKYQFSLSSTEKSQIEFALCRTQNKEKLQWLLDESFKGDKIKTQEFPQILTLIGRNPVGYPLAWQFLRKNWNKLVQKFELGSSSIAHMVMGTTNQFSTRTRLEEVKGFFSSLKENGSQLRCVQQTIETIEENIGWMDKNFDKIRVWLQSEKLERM
# S100A4 inh HTS = inhibitors of S100A4-myosin IIA peptide binding, primary screen, biochemical, fluorescence polarization, TAMRA-MyoIIA peptide. Protein S100-A4 (Homo sapiens), P26447. AID 652163, 2013. hit rate 0.14% among 360,000. inhibition, % at 10.7 µM;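 active means mean inhibition of at least 70% across replicates, with every replicate also reaching that level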
# Target sequence (P26447 whole entry, looked up): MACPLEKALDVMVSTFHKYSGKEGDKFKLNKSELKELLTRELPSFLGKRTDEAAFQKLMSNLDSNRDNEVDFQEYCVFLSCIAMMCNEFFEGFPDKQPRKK
#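 Material: human S100A4 monomer with TAMRA-labelled myosin IIA peptide; buffer or medium: HEPES pH 7.2 with CaCl2, KCl, NaCl, DTT, Triton; compound dosing: one concentration per compound; schedule: 5 min incubation before reading; benchmarks: neutral control DMSO, positive control TFP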
# EWS-Fli inh = EWS/Fli-driven NR0B1 reporter inhibitors, primary screen, A673 cells, NR0B1 luciferase, luminescence, MLPCN library | viability-normalised | inhibition, % at 12.6 µM | hit rate 0.67% among 350,000;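 active means mean inhibition of at least 50% after viability correction, with every replicate also passing that limit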;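 further: firefly luciferase signal divided by Alamar Blue viability fluorescence both relative to DMSO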
# Numbers without * were called inactive; . = not tested or not shown.
SMILES,FN deposition inh,PglD inh,PGC1a acetyl inh,PAX8 reporter,LGR2 antag,ERAP1 HTS inh,S100A4 inh HTS,EWS-Fli inh
Cc1ccc(-c2nc3c(C)cc(Br)cn3c2Cc2cccc(F)c2)cc1,10,.,.,9,-4,18,24,3
CCC(=O)N(C)C[C@H]1[C@H](c2ccccc2)[C@@H](CO)N1C(=O)Cc1ccncc1,-2,5,5,-2,4,4,0,-3
C=CC1=C(C(=O)O)N2C(=O)[C@@H](NC(=O)/C(=N/OCC(=O)O)c3csc(N)n3)[C@H]2SC1,-8,71*,12,-19,4,-1,-4,-7
N#C[C@@H]1[C@H](c2ccccc2C2=CCCCC2)[C@@H](CO)N1C(=O)NC1CCCCC1,-5,.,-2,.,13,2,-31,-6
Cc1c(NC(=O)c2cccs2)cccc1[N+](=O)[O-],-6,0,.,0,5,-2,-9,-1
CCOC(=O)c1c(S(=O)(=O)Nc2ccccn2)c(C)n(C)c1C,-26,-3,7,-1,5,2,1,.
CC(/C=N/NC(=O)CSc1ccccn1)=C\c1ccc(C(C)C)cc1,6,.,.,55,-44,-3,8,-116
COc1cccc(/C=C/C(=O)Nc2ccc3c(c2)OCCO3)c1OC,1,.,.,-27,61*,1,-2,7
O=[N+]([O-])c1cc(Cl)cc(/C=N/NC(=S)Nc2ccc(S(=O)(=O)N3CCOCC3)cc2)c1O,5,7,.,-1,20,-1,48,4
CC(=O)c1ccc(NC(=S)N2CCN(c3cccc(Cl)c3)CC2)cc1,2,-8,-5,-13,21,0,-7,3
CO[C@@H](C(=O)N(C)C[C@@H]1OCc2ccccc2-c2c(n(C)c3ccccc23)C(=O)N([C@H](C)CO)C[C@@H]1C)c1ccccc1,-7,-5,-6,-21,-3,1,9,-5
COC(=O)CC1(C(=O)OC)Oc2ccc(Br)cc2C(=O)N1c1ccc(Br)cc1Cl (stereo unspecified),-3,.,.,27,14,0,3,11
C=CCn1c(O)c(C(CC)=NCCN2CCOCC2)c(=O)[nH]c1=O,9,5,-10,9,.,.,.,.
C[C@H]1CN([C@@H](C)CO)C(=O)c2cc(C#Cc3ccccn3)cnc2O[C@@H]1CN(C)C(=O)c1ccccn1,.,0,-4,.,1,1,-27,-8
C[C@@H]1CN([C@H](C)CO)C(=O)Cc2cc(NC(=O)CCCCCC(=O)Nc3ccccc3N)ccc2O[C@@H]1CN(C)C(=O)Nc1ccc(C(F)(F)F)cc1,.,0,2,4,1,.,.,10
COc1cc2[nH]c3c(=O)n(CCN4CCOCC4)cnc3c2cc1OC,-5,-7,2,0,28,4,-20,5
O=C(c1ccco1)N1CCCN(Cc2cn[nH]c2-c2ccc(-c3ccccc3)cc2)CC1,-3,.,-1,-36,-10,-1,-2,-43
O=C(O)CNC(=O)C(CS)Cc1ccccc1 (stereo unspecified),4,1,7,4,-2,1,-1,-7
CCc1ccccc1NC(=O)CN(C)C(=O)Cn1cc(C(F)(F)F)cc(Cl)c1=O,.,.,.,15,1,-2,-1,-12
CCN(CC)CCNC(=O)c1ccc(NC(=O)c2ccc(S(=O)(=O)N3CCCC3)cc2)cc1,10,-2,3,-4,0,7,-1,6
Cc1ccc(S(=O)(=O)N2CCC(C)CC2)cc1[N+](=O)[O-],-5,.,.,3,19,-3,-12,5
COc1cc(NC(=O)c2ccc(OC)c([N+](=O)[O-])c2)ccc1NC(=O)c1cccs1,-1,4,-3,15,-5,.,.,.
CC(=O)C1=C(C)NC(=S)NC1c1ccc(F)cc1 (stereo unspecified),1,.,.,-19,.,0,-2,-11
O=C(COc1ccc(/C=N/NC(=O)c2ccccc2Br)cc1)Nc1ccccc1,8,-1,-14,2,14,1,-8,-32
COc1cc(OC)cc(C2=Cc3ccc(OC)cc3C(CC(C)=O)N2c2ccc(-c3cncnc3)cc2)c1 (stereo unspecified),-3,.,.,43,-4,3,-2,11
SMILES,FN deposition inh,PglD inh,PGC1a acetyl inh,PAX8 reporter,LGR2 antag,ERAP1 HTS inh,S100A4 inh HTS,EWS-Fli inh
CC(=O)c1cccc(NC(=O)c2cccc(NC(=O)c3ccco3)c2)c1,2,2,2,0,-2,0,0,-3
O=C(CC1CC1)Nc1ccc2c(c1)[C@H]1C[C@@H](CC(=O)N3CCc4ccccc4C3)O[C@@H](CO)[C@H]1O2,-5,0,-8,.,2,-3,-12,4
C[C@H]1CN([C@@H](C)CO)C(=O)CCCn2cc(nn2)CO[C@H]1CN(C)Cc1ccc(Oc2ccccc2)cc1,13,-1,1,.,2,-3,-1,2
O=C(C[C@@H]1CC[C@@H](NC(=O)NC2CCCC2)[C@@H](CO)O1)NCc1ccc(F)cc1,.,-3,9,-13,-12,2,3,3
COc1ccc(N2CCN(C(=O)C3CCN(S(=O)(=O)c4ccc5c(c4)CC(C)N5C(=O)C4CC4)CC3)CC2)cc1 (stereo unspecified),-3,.,.,-16,37,1,0,-3
COc1cc(CN2C[C@@H](CO)O[C@@H](n3cnc4c(Nc5ccccc5)ncnc43)C2)cc(OC)c1OC,6,1,2,3,-2,0,-6,-4
O=C(Nc1ccccc1)N1CCc2c([nH]c3ccccc23)C1C(F)(F)F (stereo unspecified),2,2,6,14,.,-3,-3,-1
CN1c2ccc(Br)cc2[C@@H]2[C@@H](CCN2C(=O)Nc2cc(F)ccc2F)[C@@H]1CO,4,-3,15,13,6,2,-1,-13
CCOC(=O)c1cccc(NC(=O)CCS(=O)(=O)c2cccs2)c1,3,-5,-4,-12,.,.,.,.
CC(C)NC(=O)CN(c1cccc([N+](=O)[O-])c1)S(=O)(=O)c1ccccc1,2,.,.,18,-1,6,1,10
COc1ccc(C(=O)Nc2ccnc(-c3cccnc3)n2)cc1,7,.,1,-6,8,-3,-3,-31
O=C(Cn1cccn1)N1CCCC(N2CCN(Cc3ccc4c(c3)OCO4)CC2)C1 (stereo unspecified),8,-1,-3,-5,7,2,6,-2
C[C@H]1CN([C@@H](C)CO)C(=O)c2cccc(NC(=O)NC3CCCCC3)c2O[C@H]1CN(C)S(C)(=O)=O,.,-12,2,6,8,-2,1,-3
O=C(COC(=O)c1ccc(NS(=O)(=O)c2cccs2)cc1O)Nc1nc2ccccc2s1,2,.,.,-13,2,.,-64,9
Cc1ccc2nc(-c3ccc(Cl)cc3)c(Cc3ccccn3)n2c1,-7,.,.,-232,-34,1,-7,-58
Cc1ccc(C(=O)N=c2sccn2C)cc1S(=O)(=O)N1CCOCC1,2,-1,.,-167,-33,10,-3,-106
O=S1(=O)c2ccccc2OC(COCc2ccccc2)CN1C1CC1 (stereo unspecified),8,7,-1,-2,2,2,-1,8
Cc1ccc(S(=O)(=O)Nc2nc3ccc(S(C)(=O)=O)cc3s2)cc1,2,-2,-3,.,-7,0,19,.
O=C(O)CNc1nc(-c2ccccc2)nc2ccccc12,.,8,-11,.,14,-1,0,-3
Cc1cccc(C)c1OCCSc1nc2ccccc2n1CC(=O)O,-6,0,-7,8,-17,-5,-4,9
CCOc1ccc(NC(=O)CCS(=O)(=O)c2ccc3c(c2)CCCN3C(=O)CC)cc1,1,5,-13,3,.,.,.,.
FC(F)(F)C1=Nc2cccc3cccc(c23)N1,-2,.,.,-2,1,6,0,-8
COc1ccccc1-c1ccc([C@H]2[C@@H](CO)N(C(=O)C3CCCC3)[C@H]2C#N)cc1,7,.,9,4,0,-4,1,0
C[C@@H]1CN([C@H](C)CO)C(=O)c2cc(NS(=O)(=O)c3ccc(Cl)cc3)ccc2O[C@H]1CN(C)S(=O)(=O)c1ccc(Cl)cc1,.,1,2,-22,2,1,-5,-8
N#CCCn1cc(C(=O)NCc2ccccc2)c(-c2cccs2)n1,-4,-1,3,6,4,-1,-3,-2

# Of the compounds above, five have a nitro group on carbon:
SMILES,FN deposition inh,PglD inh,PGC1a acetyl inh,PAX8 reporter,LGR2 antag,ERAP1 HTS inh,S100A4 inh HTS,EWS-Fli inh
Cc1c(NC(=O)c2cccs2)cccc1[N+](=O)[O-],-6,0,.,0,5,-2,-9,-1
O=[N+]([O-])c1cc(Cl)cc(/C=N/NC(=S)Nc2ccc(S(=O)(=O)N3CCOCC3)cc2)c1O,5,7,.,-1,20,-1,48,4
Cc1ccc(S(=O)(=O)N2CCC(C)CC2)cc1[N+](=O)[O-],-5,.,.,3,19,-3,-12,5
COc1cc(NC(=O)c2ccc(OC)c([N+](=O)[O-])c2)ccc1NC(=O)c1cccs1,-1,4,-3,15,-5,.,.,.
CC(C)NC(=O)CN(c1cccc([N+](=O)[O-])c1)S(=O)(=O)c1ccccc1,2,.,.,18,-1,6,1,10

# (more compounds)
SMILES,FN deposition inh,PglD inh,PGC1a acetyl inh,PAX8 reporter,LGR2 antag,ERAP1 HTS inh,S100A4 inh HTS,EWS-Fli inh
COc1ccc(NC(=O)C2(N(CC(C)C)C(=O)Cn3nnnc3N)CCCCC2)cc1,-2,0,-6,-2,.,.,.,.
COc1ccc2c(CC(=O)OCC(=O)Nc3ccccc3[N+](=O)[O-])coc2c1,9,.,.,2,2,12,1,15
Nc1nonc1-n1nnc(C(=O)N/N=C/c2cccs2)c1-c1ccc2c(c1)OCO2,1,6,-2,22,7,0,19,.
COc1ccc(NC(=O)N(C)C[C@H]2Oc3ccc(NC(=O)NC(C)C)cc3CC(=O)N([C@@H](C)CO)C[C@@H]2C)cc1,-12,3,-5,-1,5,0,2,-10
O=C(CSc1nnnn1-c1ccccc1)Nc1ncc(Cc2ccccc2Cl)s1,4,.,.,-2,-31,2,3,4
CN1c2ccc(-c3ccccc3)cc2[C@@H]2[C@@H](CCN2C(=O)c2ccncc2)[C@@H]1CO,11,-3,-2,1,-13,-3,1,2
COc1ccc(CCNC(=O)CS(=O)(=O)Cc2nc(-c3ccc(C)cc3)oc2C)cc1OC,-5,-3,3,30,-7,2,-1,.
CC(=O)c1c(C)[nH]c(C(=O)OC(C)C(=O)Nc2cc(S(=O)(=O)N3CCCCC3)ccc2Cl)c1C (stereo unspecified),-9,1,0,7,-3,.,.,.
CO[C@@H]1CN(C)C(=O)c2cc(NS(=O)(=O)C3CCCCC3)ccc2OC[C@H](C)NC[C@@H]1C,.,-3,5,3,.,.,7,-9
Cc1noc(C)c1S(=O)(=O)Nc1ccc2c(c1)CC(=O)N([C@H](C)CO)C[C@H](C)[C@@H](CN(C)S(=O)(=O)c1ccc(Cl)cc1)O2,-33,-1,1,2,-5,0,2,-8
CO[C@H]1CN(C)C(=O)c2cc(NC(=O)c3ccc(Oc4ccccc4)cc3)ccc2OC[C@H](C)NC[C@@H]1C,8,-2,-20,36,9,-5,1,58*
OC1(c2cccc(F)c2)CCN(Cc2ccncc2)CC1,-7,5,2,10,.,.,.,.
CC(=O)Oc1ccc(C(=O)Nc2ccccc2C(=O)N2CCCCC2)cc1,-8,3,3,-6,21,-5,7,13
CN1CCCCC(NC(=O)CSc2ccccc2)C1=O (stereo unspecified),-1,.,.,3,-24,-4,-2,-8
COCCn1c(SCC(=O)Nc2ccccc2)nnc1-c1ccoc1C,7,-2,11,-12,22,-4,-1,-11
CC1(C)OC(=O)C(=NNc2ccccc2[N+](=O)[O-])C(=O)O1,7,-8,4,6,5,.,-3,1
Oc1c(Br)cc(Br)cc1C=Nc1cccnc1,1,-7,.,22,16,1,13,8
Cc1onc(-c2ccccc2Cl)c1C(=O)NCc1ccccn1,3,-4,-7,.,35,.,.,.
CCOC(=O)CNS(=O)(=O)c1ccc(S(=O)(=O)NC2CC2)cc1,-7,3,-1,3,3,2,-13,14

# Source: PubChem BioAssay
